Source: PubChem
ELG1 genotox = inducers of genotoxicity in HEK293T ELG1-luciferase cells | HEK293T ELG1-luciferase reporter, luminescence, 16 h | Potency, µM (highest dose often 46 µM), for the others: at the top dose activity change, positive = activation, most hits filed as activators | actives 1.3% (n = 330,000); also: potency is read from the fitted curve at half-maximal effect; % of control where 0% means no effect; nearly all actives have a fitted effect of over 60% in size
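HEK293T cells expressing luciferase-tagged ELG1 were treated with compound or DMSO for 16 hr at 37°C. Luciferase activity was then read after 30 min with ONE-Glo at room temperature; rising signal flags genetic stress.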
USP2a inh = inhibitors of human ubiquitin-specific protease USP2a; Potency, µM (series often up to 38.3 µM), inactives show top-dose activity change, negative = inhibition, most hits filed as inhibitors; USP2 core, Ub-CHOP2 coupled fluorogenic reporter, 485/531; O75604; actives 0.01% (n = 330,000); AID 463254;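 also: potency is read from the fitted curve at half-maximal effect; plate controls were DMSO wells for no effect and full inhibition by NEM control for full effect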
Target sequence (O75604 whole entry, looked up): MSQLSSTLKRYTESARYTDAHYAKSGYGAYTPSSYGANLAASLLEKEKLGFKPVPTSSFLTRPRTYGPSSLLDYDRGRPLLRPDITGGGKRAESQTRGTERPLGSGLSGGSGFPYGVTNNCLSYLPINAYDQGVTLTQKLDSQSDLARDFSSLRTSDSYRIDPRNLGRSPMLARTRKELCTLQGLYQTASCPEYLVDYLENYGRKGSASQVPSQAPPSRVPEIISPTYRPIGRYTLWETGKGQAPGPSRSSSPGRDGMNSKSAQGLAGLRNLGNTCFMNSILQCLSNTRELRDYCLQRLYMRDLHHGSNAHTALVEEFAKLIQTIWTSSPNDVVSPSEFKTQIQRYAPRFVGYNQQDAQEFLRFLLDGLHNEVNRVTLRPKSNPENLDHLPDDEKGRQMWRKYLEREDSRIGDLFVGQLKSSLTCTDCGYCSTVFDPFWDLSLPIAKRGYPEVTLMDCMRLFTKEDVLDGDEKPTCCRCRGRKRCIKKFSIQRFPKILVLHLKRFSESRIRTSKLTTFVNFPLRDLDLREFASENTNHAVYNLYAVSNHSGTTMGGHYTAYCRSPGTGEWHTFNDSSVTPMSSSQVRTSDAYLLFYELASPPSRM
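USP2 core (10nM final) preincubated 30min RT with compound in 20mM Tris-HCl pH 8.0, 2mM CaCl2, 2mM beta-mercaptoethanol, 0.05% CHAPS; 25nM Ub-CHOP2 plus 25nM reporter substrate added, fluorescence (Ex485/Em531) read after 60min.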
Eya2 phos inh = inhibitors of human Eya2 phosphatase activity; recombinant Eya2, OMFP fluorescence dephosphorylation (OMFP is methylfluorescein phosphate); AID 488837; Potency, µM (series often up to 76.9 µM), for the others: at the highest dose activity, negative = inhibition, most hits filed as inhibitors; actives 0.006% (n = 330,000); also: potency is read from the fitted curve at half-maximal effect; % is scaled to controls: 0 for no effect and ±100 for the full control effect
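Eya2 (0.2 uM) preincubated 10 min at ambient with compound, then OMFP substrate added at 50 uM; 10 min reaction in 50 mM HEPES pH 7.5, 50 mM NaCl, 5 uM MgCl2, 0.05% BSA, 1 mM DTT. Fluorescence read at Ex 485/Em 525 nm.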
PTAP TSG101 blk = blocks PTAP/TSG101 interaction to inhibit HIV-1 budding; Fluorescence polarization, FITC-PTAP peptide / Tsg101 binding; Potency, µM (highest dose often 115 µM), inactives show at the highest dose activity change, negative = inhibition, most hits filed as inhibitors; 340,000 tested, under 10 active; AID 493005; active = well fitted inhibition curve with a large enough effect in the main read-out, with a control signal flat, not every such curve was filed as active; inconclusive = small, poorly fitted or top-dose-only effect, or effect the other way, or a change in a side signal; inactive = no such curve, though single readings can be large or run the other way; also: potency is read from the fitted curve at half-maximal effect; % of control where 0% means no effect
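Tsg101 binding domain (10 uM final) was mixed with compound and a FITC-labeled PTAP peptide (50 nM final) in HEPES pH 7.5 buffer with NaCl, Tween 20, EDTA and TCEP; fluorescence polarization was read after 20 min at r.t.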
TRPV1 ag = human TRPV1 agonism | Q8NER1 | TRPV1-expressing cells, Fluo-8 calcium influx, agonist mode | activation, % at 8.33 µM | actives 0.19% (n = 320,000); in the data active = activation above about 80%; inconclusive = between about 30% and that limit; also: 0% is about no effect
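Cells expressing TRPV1 were dye-loaded with Fluo-8 and read kinetically: 10 s baseline, 3 min after compound (agonist portion), then 2 min after EC20 capsaicin (allosteric enhancer portion). Calcium-bound dye fluorescence at 480/520 nm.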
uPA surface inh = blocks generation of uPA at the cell surface | actives 0.31% (n = 330,000) | Potency, µM (series often up to 38.3 µM), for the others: top-dose activity change, negative = inhibition, usual class: inhibitors | AID 540303 | cell surface uPA generation assay, qHTS; active = well fitted inhibition curve with a large enough effect; inconclusive = small, poorly fitted or top-dose-only effect; inactive = no such curve, though single readings can be large or run the other way; tested in mouse RAW 264.7 cells; also: potency is read from the fitted curve at half-maximal effect; % is scaled to controls: 0 for no effect and ±100 for the full control effect; nearly all actives have a fitted effect of over 55% in size
BRCA1 expr act = activators of BRCA1 expression; MCF7-BRCA1-FFLuc reporter, luminescence, 48 h; response scale: scaled: vehicle 0%, 10 µM genistein 100%; Potency, µM (doses to about 46.1 µM), for the others: at the top dose activation, hits mostly activators; actives 1.1% (n = 380,000); AID 624202; also: potency is read from the fitted curve at half-maximal effect; nearly all actives have a fitted effect of over 80% in size; some results filed as inactive show a strong effect at the top dose
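Luminescence from a BRCA1-driven firefly luciferase in MCF7 cells was read after 48 h compound exposure at 37 C. Data normalized against DMSO and a 10microM genistein activation control, then curve-fitted across the titration.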
p53 reactivation = restores transcriptional activity of mutant p53; actives 0.063% (n = 320,000); AID 504706; Potency, µM (titrated, usually from 92.2 µM), for the others: at the highest dose activity change, positive = activation, hits mostly activators; H1299 p53-A138V BP100-luciferase reporter, luminescence, 24 h; also: potency is read from the fitted curve at half-maximal effect; % of control where 0% means no effect; nearly all actives have a fitted effect of over 45% in size
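p53-null H1299 cells stably carrying temperature-sensitive p53-A138V and a BP100-luciferase reporter were pinned with compounds (4-point, 1:5 series) and held 24 hrs at 37 deg C. Luminescence was read 10 min after detection reagent.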
B2AR arrestin = beta2AR (human) beta-arrestin recruitment activity. actives 0.02% (n = 330,000). beta-arrestin recruitment to beta2AR, cell-based reporter. Potency, µM (doses to about 46.1 µM), inactives show at the top dose activation, usual class: activators. AID 492947;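 also: potency is read from the fitted curve at half-maximal effect; 0% = DMSO controls and full agonism = EC100 isoproterenol or metaproterenol; nearly all actives have a fitted effect of over 65% in size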
Target sequence (P07550 whole entry, looked up): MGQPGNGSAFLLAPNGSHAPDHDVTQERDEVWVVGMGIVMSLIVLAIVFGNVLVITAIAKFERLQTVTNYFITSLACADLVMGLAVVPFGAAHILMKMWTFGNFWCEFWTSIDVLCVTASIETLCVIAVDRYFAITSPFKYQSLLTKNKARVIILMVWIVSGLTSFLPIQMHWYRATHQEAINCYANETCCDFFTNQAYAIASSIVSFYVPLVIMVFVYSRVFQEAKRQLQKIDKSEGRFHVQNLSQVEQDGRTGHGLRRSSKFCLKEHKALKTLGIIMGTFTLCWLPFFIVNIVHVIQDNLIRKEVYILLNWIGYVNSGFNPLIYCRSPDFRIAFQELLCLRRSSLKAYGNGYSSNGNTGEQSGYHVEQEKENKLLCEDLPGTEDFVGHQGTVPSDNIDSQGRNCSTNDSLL
S-ASM inh = inhibitors of human secretory acid sphingomyelinase. placental ASM, HMU-PC fluorogenic substrate, 60 min. actives 0.006% (n = 340,000). Potency, µM (top dose mostly 57.5 µM), for inactives: at the top dose activity change, negative = inhibition, most hits filed as inhibitors; also: potency is read from the fitted curve at half-maximal effect
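Steps: dispense placental human ASM, pin compound, wait 10 min at room temperature, add HMU-PC0 substrate at 9 uM final, incubate 60 min at 37 °C, add stop solution raising pH to 10, read fluorescence.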
Integrin act MD = integrin-mediated muscular dystrophy alleviation activation. alpha7betagal myoblasts, beta-gal FDG fluorescence, 48 h. Potency, µM (titrated, usually from 38.3 µM), for inactives: at the top dose activation, most hits filed as activators. actives 0.064% (n = 350,000). AID 624291;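 also: potency is read from the fitted curve at half-maximal effect; 100% = response of the positive control SU9516; nearly all actives have a fitted effect of over 60% in size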
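Alpha7betagal+/- myoblasts (passage 13) were plated 16-24 hr, then exposed to compounds (1:260 dilution of DMSO stock) for 48 hours at 37C. After MPER lysis, β-galactosidase reporter activity was read as FDG fluorescence (ex 480/em 540) after 30 minutes.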
Numbers without * were called inactive; u = inconclusive; x = not tested or not shown. Unless noted, calls follow the shape of the dose curve; as a rule, active = well fitted curve in the direction sought with a large enough effect; inconclusive = small, poorly fitted or top-dose-only effect, or another doubt; inactive = no such curve, though single readings can be large; an effect the other way counts as inactive or inconclusive.

SMILES	ELG1 genotox	USP2a inh	Eya2 phos inh	PTAP TSG101 blk	TRPV1 ag	uPA surface inh	BRCA1 expr act	p53 reactivation	B2AR arrestin	S-ASM inh	Integrin act MD
Cc1nc(NC(=O)CC(C)C)sc1-c1csc(Nc2ccc(Cl)cc2Cl)n1	-6%	-9%	-8%	-2%	4	-3%	-19%	7%	-0.1%	-22%	-6%
Cc1ccc2oc(=O)c3cnn(CC(=O)NC4CCC(C)CC4)c3c2c1 (stereo not drawn)	2%	-1%	13%	0%	1	-18%	-2%	2%	0.2%	-1%	21%
COc1cccc(NC(=O)CN(C)C(C)C(=O)N2CCCC2)c1 (stereo not drawn)	4%	3%	1%	-2%	1	-7%	0%	2%	-0.2%	3%	u
CC1=C(C(=O)OCCOC(C)C)C(c2cc3c(cc2Br)OCO3)CC(=O)N1 (stereo not drawn)	1%	-1%	6%	-3%	-1	3%	-29%	0%	0.0%	-2%	15%
O=C(Nc1cccc(-c2nc3ccccc3s2)c1)c1cc(=O)c2ccccc2o1	13%	6%	2%	0%	2	1%	-30%	1%	-0.9%	4%	31%
Cn1nc(-c2ccccc2)c(C(O)c2ccc(Cl)cc2)c1Cl (stereo not drawn)	-1%	-2%	-6%	-2%	6	1%	0%	-5%	-0.3%	0%	-7%
Cc1ccc(S(=O)(=O)/C(C#N)=C/c2c[nH]c3ccccc23)cc1	-5%	-2%	-5%	-5%	4	x	-10%	-1%	-0.2%	3%	-22%
Cc1ccc(S(=O)(=O)N(C)CC(=O)NNC(=O)CCNS(=O)(=O)c2cccc(C)c2)cc1	-1%	0%	7%	3%	x	6%	-12%	-2%	-0.2%	2%	-21%
CC1CCCCC1NS(=O)(=O)c1ccc2c(c1)CC(=O)N2C (stereo not drawn)	16%	1%	11%	-9%	13	-3%	-8%	-6%	-0.2%	0%	21%
CSC(=NC#N)N1CCN(c2ccccn2)CC1	1%	0%	-6%	2%	-2	-3%	0%	-3%	0.1%	0%	-20%
S=c1[nH]nc(-c2ccccc2)n1/N=C/c1cccc(Br)c1	1%	-6%	6%	-3%	0	-1%	-48%	-7%	-0.9%	0%	-24%
Nc1nc(CSC(=S)N2CCCCC2)nc(Nc2ccccc2)n1	u	0%	5%	0%	3	3%	14µM*	2%	0.0%	5%	11%
CCOc1cc(/C=C2\C(=O)N(c3ccc(C(N)=O)cc3)N=C2C)ccc1OC(=O)c1cccs1	8%	-1%	1%	0%	2	-1%	1%	-2%	0.1%	-20%	-12%
C/C(=N/NC(=O)CCCOc1ccc(Cl)cc1Cl)c1ccc(C)o1	1%	-7%	-6%	-2%	25	-9%	28%	-4%	-1.5%	-1%	-8%
Cc1ccc(CCN2CC(C(=O)NCc3ccco3)CC2=O)cc1 (stereo not drawn)	-3%	2%	12%	1%	-2	0%	7%	0%	0.4%	6%	-7%
Cc1ccsc1/C=C1/CN(C)Cc2c1nc1ccccc1c2C(=O)O	0%	5%	-14%	-2%	0	0%	-13%	-5%	0.5%	44%	-8%
Cc1noc(C)c1COc1ccc(C(=O)NCc2ccccn2)cc1	u	1%	-22%	-1%	0	0%	-22%	1%	-0.2%	-5%	-6%
CC(C(=O)Nc1cccc([N+](=O)[O-])c1)N(c1ccccc1)S(C)(=O)=O (stereo not drawn)	0%	1%	-4%	-5%	-1	-8%	8%	17%	-0.2%	-1%	17%
O=C(CSc1ccc(Cl)cc1)N1CCN(c2c(Cl)cccc2[N+](=O)[O-])CC1	-8%	-4%	-15%	-4%	27	12%	29%	25%	-1.1%	-10%	17%
O=c1c2ccccc2nnn1COc1cccc2ccccc12	13%	-7%	-3%	0%	-2	8%	8.9µM*	19%	-0.4%	-10%	-36%
COc1cccc(C(C)N(C)Cc2nc(COc3ccccc3)no2)c1 (stereo not drawn)	-3%	1%	-17%	3%	12	-1%	6%	0%	-0.7%	-3%	14%
Brc1ccc(-c2nc3ncccn3c2NC2CCCCC2)o1	-6%	-1%	7%	-3%	14	12%	-18%	-3%	-0.7%	-2%	4%
CC(C)C12CN3CC(C(C)C)(CN(C1)C3c1ccco1)C2=O (stereo not drawn)	1%	4%	-12%	-3%	2	6%	-3%	2%	-0.5%	4%	-1%
NS(=O)(=O)c1ccc(CCNC(=S)Nc2ccc(F)cc2)cc1	-5%	9%	-14%	2%	0	3%	2%	-5%	0.0%	1%	u
Cc1nc(NC(CC(C)C)C(=O)O)c2nc(C)oc2n1 (stereo not drawn)	0%	2%	-10%	-2%	-2	x	29%	-4%	0.1%	0%	6%

Reformatted with two lines to a compound: 10 of the compounds above
Every second line gives: ELG1 genotox | USP2a inh | Eya2 phos inh | PTAP TSG101 blk | TRPV1 ag | uPA surface inh | BRCA1 expr act | p53 reactivation | B2AR arrestin | S-ASM inh | Integrin act MD
CC1CCCCC1NS(=O)(=O)c1ccc2c(c1)CC(=O)N2C (stereo not drawn)
  16% | 1% | 11% | -9% | 13 | -3% | -8% | -6% | -0.2% | 0% | 21%
CSC(=NC#N)N1CCN(c2ccccn2)CC1
  1% | 0% | -6% | 2% | -2 | -3% | 0% | -3% | 0.1% | 0% | -20%
S=c1[nH]nc(-c2ccccc2)n1/N=C/c1cccc(Br)c1
  1% | -6% | 6% | -3% | 0 | -1% | -48% | -7% | -0.9% | 0% | -24%
Nc1nc(CSC(=S)N2CCCCC2)nc(Nc2ccccc2)n1
  u | 0% | 5% | 0% | 3 | 3% | 14µM* | 2% | 0.0% | 5% | 11%
CCOc1cc(/C=C2\C(=O)N(c3ccc(C(N)=O)cc3)N=C2C)ccc1OC(=O)c1cccs1
  8% | -1% | 1% | 0% | 2 | -1% | 1% | -2% | 0.1% | -20% | -12%
C/C(=N/NC(=O)CCCOc1ccc(Cl)cc1Cl)c1ccc(C)o1
  1% | -7% | -6% | -2% | 25 | -9% | 28% | -4% | -1.5% | -1% | -8%
Cc1ccc(CCN2CC(C(=O)NCc3ccco3)CC2=O)cc1 (stereo not drawn)
  -3% | 2% | 12% | 1% | -2 | 0% | 7% | 0% | 0.4% | 6% | -7%
Cc1ccsc1/C=C1/CN(C)Cc2c1nc1ccccc1c2C(=O)O
  0% | 5% | -14% | -2% | 0 | 0% | -13% | -5% | 0.5% | 44% | -8%
Cc1noc(C)c1COc1ccc(C(=O)NCc2ccccn2)cc1
  u | 1% | -22% | -1% | 0 | 0% | -22% | 1% | -0.2% | -5% | -6%
CC(C(=O)Nc1cccc([N+](=O)[O-])c1)N(c1ccccc1)S(C)(=O)=O (stereo not drawn)
  0% | 1% | -4% | -5% | -1 | -8% | 8% | 17% | -0.2% | -1% | 17%

Other structures
SMILES	ELG1 genotox	USP2a inh	Eya2 phos inh	PTAP TSG101 blk	TRPV1 ag	uPA surface inh	BRCA1 expr act	p53 reactivation	B2AR arrestin	S-ASM inh	Integrin act MD
Cc1ccc(S(=O)(=O)Cc2ccc(C(=O)NCc3cccs3)o2)cc1	0%	4%	0%	-3%	-7	-2%	0%	1%	0.4%	-2%	2%
CC(NCc1ccc(N(C)C)cc1)C1CC2CCC1C2 (stereo not drawn)	-3%	0%	6%	4%	1	-5%	-1%	4%	-0.3%	1%	-11%
O=C(COc1ccc(Cl)cc1Cl)Nn1c(=S)[nH]c2ncccc2c1=O	0%	3%	-3%	-5%	6	-11%	-1%	-6%	-0.5%	-2%	10%
CCCc1cc(=O)[nH]c(SCC(=O)N(CC)c2c(N)n(Cc3ccccc3)c(=O)[nH]c2=O)n1	-2%	1%	6%	1%	-1	7%	6%	2%	-0.2%	3%	8%
O=C(COC(=O)Cc1ccsc1)Nc1ccc(S(=O)(=O)N2CCOCC2)cc1	0%	3%	6%	-2%	16	6%	10%	8%	-0.6%	0%	12%
CCC(C)[C@H](NC(=O)NCCCn1ccnc1)C(=O)OC (stereo partly drawn)	3%	0%	-2%	-1%	3	4%	-5%	-8%	-0.8%	5%	33%
CC(C)=CCC[C@](C)(O)C1CC[C@]2(C)C1C(O)CC1[C@@]3(C)CCC(O)C(C)(C)C3C(O[C@@H]3OC(CO)C(O)C(O)C3O[C@@H]3OC(C)C(O)C(O)C3O)C[C@]12C (stereo partly drawn)	2%	0%	4%	-8%	x	-22%	7%	-4%	-0.1%	9%	32%
